# SIRT5 inh: sirtuin-5 (human) deacylase inhibition. 330,000 compounds, 1.1% hits. inhibition, % at 15 µM. AID 652115. Purified SirT5, succinyl-peptide AMC, trypsin-coupled fluorescence; in the data active = inhibition above about 15%; inconclusive = no clear call, values can overlap the other calls
# Target sequence (Q9NXA8 whole entry, looked up): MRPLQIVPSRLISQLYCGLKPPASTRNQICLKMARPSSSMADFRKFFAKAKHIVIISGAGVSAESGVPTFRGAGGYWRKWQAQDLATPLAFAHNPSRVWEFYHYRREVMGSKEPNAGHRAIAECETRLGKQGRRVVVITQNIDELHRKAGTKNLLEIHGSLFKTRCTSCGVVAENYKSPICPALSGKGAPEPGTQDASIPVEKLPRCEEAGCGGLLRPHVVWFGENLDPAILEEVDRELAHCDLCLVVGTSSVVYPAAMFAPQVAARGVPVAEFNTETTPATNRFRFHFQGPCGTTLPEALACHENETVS
# ERAP1 inh: inhibitors of human ERAP1 aminopeptidase; 340,000 compounds, 0.15% hits; inhibition, % at 10.7 µM; Q9NZ08; AID 652197; recombinant ERAP1, Leu-AMC fluorescence, 60 min;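 active = mean replicate inhibition of at least 30%, or all replicates individually reaching that 30% level; inactive = mean below 30% and not every replicate reaching it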;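 note: 0% = neutral control wells and 100% = L-leucinethiol positive control wells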
# S100A4 inh HTS: S100A4-myosin IIA interaction inhibition. S100A4/TAMRA-MyoIIA peptide fluorescence polarization. P26447. AID 652163. 360,000 compounds, 0.14% hits. inhibition, % at 10.7 µM;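 active = mean inhibition of at least 70% across replicates, with every replicate also reaching that level; inconclusive = mean inhibition reaches 70% but some replicates fall short; inactive = mean inhibition below 70%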
# Target sequence (P26447 whole entry, looked up): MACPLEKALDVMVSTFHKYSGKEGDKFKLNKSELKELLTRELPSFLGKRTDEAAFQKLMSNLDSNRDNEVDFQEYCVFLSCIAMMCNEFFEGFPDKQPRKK
#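 Test system: S100A4 monomer protein. Medium: HEPES buffer with Ca2+, pH 7.2. Reagent: fluorescent myosin IIA peptide, 5 nM. Compound dosing: single-point compound testing. Timing: 5 min between mix addition and reading. Benchmarks: DMSO neutral and TFP positive wells.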
# PGC1a acetyl inh: PGC1a acetylation modulation, inhibitor mode; inhibition, % at 15.6 µM; U2OS PGC1a acetylation, AlphaScreen anti-acetyl-lysine; with virally co-expressed GCN5 acetyltransferase; 350,000 compounds, 0.17% hits;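 active = every replicate shows inhibition of at least 40%; inconclusive = mean inhibition at least 40% but some replicate below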;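 note: 0% = neutral control wells and 100% = positive control wells; some results beyond the cut were filed as inactive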
# C2C12 statin: suppressors of simvastatin-induced myotoxicity in C2C12 myotubes; 330,000 compounds, 0.78% hits; AID 602340; ATP luminescence, 48 h; scaled: DMSO 0, geranylgeraniol control 100; rescue of ATP level, % at 7.49 µM;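 active = mean ATP rescue above about 67%, or every replicate alone reaching that limit, limit read from the data, passing the limit was not always enough; inconclusive = no clear call, values can overlap the other calls; inactive = mean under the limit and some replicate under it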;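 note: myotubes were challenged with 10 µM simvastatin during compound exposure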
# XiGFP reactiv: activators of X-chromosome reactivation in mouse fibroblasts. XiGFP mouse fibroblasts, % GFP-positive cells imaging, 3 d; cells co-treated with 5-aza-dC sensitizer; scaled so ellipticine positive control = 100%. activation, % at 7.58 µM. 360,000 compounds, 0.055% hits;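 active = mean normalized replicate activation at least 10% and every replicate at or above 10%; inconclusive = only one of the two criteria met; inactive = mean below 10% and not all replicates reach 10%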;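 note: 0% = median of on-plate neutral control wells and 100% = ellipticine 6 µM median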
#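 Material: XiGFP fibroblasts, SV40-immortalized; Buffer or medium: DMEM containing 5-aza-dC; Compound dosing: single point; Times: 3 days compound exposure.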
# LGR2 antag: inhibitors of bursicon-induced Drosophila LGR2 receptor cAMP signaling; HEK293 LGR2, CRE-luciferase, bursicon-stimulated, 4 h; inhibition, % at 9.99 µM; 380,000 compounds, 0.35% hits;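 active = drop in luminescence signal, shown as inhibition above about 50% in the replicate tests, limit read from the data, passing the limit was not always enough; inconclusive = probably only some replicates passing the limit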;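 note: agonist challenge used bursicon conditioned medium at about half maximal strength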
# Cneo AK release: Cryptococcus neoformans lysis via adenylate kinase release. C. neoformans lysis, adenylate kinase release luminescence, 4 h; normalised: neutral wells 0, clomiphene wells 100. 360,000 compounds, 0.2% hits. lysis activity, % at 15 µM;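 active = mean lysis activity across replicates of at least 80%, whatever share of replicates individually reach that level; inactive = mean lysis activity below 80%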
#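 Material – Cryptococcus neoformans yeast cells · Quantity – 5 × 10^6 yeast cells/mL · Buffer or medium – YPD medium · Compound – single dose · Timing – 4 h static compound exposure, 37 °C, read 1 h post-reagent · Signal – adenylate kinase release luminescence · Read-out basis – lysis from increased AK signal · Benchmarks – Clomiphene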
# Active calls of the source: *; ? = inconclusive; . = no result given. Not all compounds are listed. The share of hits here may be higher or lower than overall.
SMILES,SIRT5 inh,ERAP1 inh,S100A4 inh HTS,PGC1a acetyl inh,C2C12 statin,XiGFP reactiv,LGR2 antag,Cneo AK release
O=C(N[C@H]1C=C[C@H](CC(=O)N2CCc3ccccc3C2)O[C@@H]1CO)C1CC1,-1,.,8,7,-20,-1.0,-6,0
C[C@H](CO)N1C[C@H](C)[C@H](CN(C)C(=O)Nc2cccc3ccccc23)Oc2ncc(C#CCC3CCCC3)cc2C1=O,8,3,-24,10,62,-0.5,25,-1
COCCN1CCN(C(=O)c2ccc3oc(CCc4ccccc4)nc3c2)CC1,-3,-2,-4,1,.,0.2,-6,-1
O=C(O)c1ccc(COc2ccc([N+](=O)[O-])cc2)o1,19*,-1,-3,.,18,0.1,-4,.
CCc1c(C)nc(SCC(=O)Nc2nc(-c3ccc(OC)cc3)cs2)[nH]c1=O,-3,0,-8,.,.,0.0,-11,.
Cc1nc2c(ccc3nc(NC(=O)C4CC4)sc32)s1,4,0,1,-7,7,0.0,-3,-6
O=C(NCCCn1ccnc1)c1cccc(Cl)c1,0,1,-3,-2,9,0.2,5,1
CC(C)(C)OC(=O)N1CCC(NC(=O)c2[nH]c(C(F)(F)F)nc2-c2ccccc2)CC1,-4,-1,-1,-34,-3,0.2,-4,-1
Cc1cc(C)c2nc(NNC(=O)c3ccc(S(=O)(=O)N4CCc5ccccc5C4)cc3)sc2c1,-14,6,-1,.,15,0.9,.,-5
CC(=O)N(C)C[C@@H]1[C@@H](c2ccc(C3=CCCC3)cc2)[C@@H](CO)N1CC1CC1,.,.,.,-3,-16,0.1,1,0
CC1CCCN(c2cccc3c2S(=O)(=O)N(Cc2ccc(F)cc2)[C@@H](C)[C@H](c2ccccc2)O3)C1 (stereo partly specified),-5,-2,11,.,.,0.0,19,.
O=S(=O)(c1ccc2ccccc2c1)N1CCN(S(=O)(=O)c2c(F)cccc2F)CC1,-4,-2,0,9,-25,-0.3,-126,-2
CNC[C@@H]1Oc2cc(C#CCC(C)C)ccc2S(=O)(=O)N([C@H](C)CO)C[C@H]1C,9,-1,-43,-18,-44,0.3,9,13
O=C1C=C(NNC(=O)c2ccncc2)CC(c2ccccc2)C1 (stereo unspecified),3,1,-16,.,.,-0.1,-15,.
Cc1ccc(S(=O)(=O)N2CCN(C(=O)c3sccc3-c3ccccc3)CC2)cc1,-9,0,-10,-2,-8,0.1,-1,0
Cc1ccc(F)c(S(=O)(=O)NC(=O)C2(C)CCN2C(=O)Cc2cccs2)c1 (stereo unspecified),-5,-2,-4,0,12,0.0,-5,0
O=C(C1CCCCC1)N1[C@H](CO)[C@@H]2c3ccccc3NC[C@@H]21,5,1,9,0,-6,-0.1,-1,-1
O=C(C[C@@H]1CC[C@H]2[C@@H](COC[C@H](O)CN2C(=O)c2ccncc2)O1)NCc1cc(F)cc(F)c1,1,-5,-1,-1,-1,0.2,-8,-2
COc1cc(C(C)=O)ccc1OCC(=O)Nc1cc(C)on1,-2,-3,-2,0,-10,0.0,-22,0
Cc1ccc(S(=O)(=O)NCC(=O)NCCc2c[nH]c3ccccc23)cc1C,0,-1,-2,-5,19,0.0,1,0
O=C(COc1ccccc1C(=O)Nc1ccccc1)c1ccc(Br)cc1,-5,1,-2,1,.,0.0,8,.
FC(F)(F)c1ccc(-c2cccc3c2C2CC3CCN2Cc2ccc3c(c2)OCO3)cc1 (stereo unspecified),1,-4,12,-16,-6,-0.1,1,-2
CC(C)C[C@@H](CN)NC(=O)c1nc[nH]c1C(=O)N[C@@H](C)C(=O)CNC[C@H](CC(C)C)NC(=O)c1nc[nH]c1C(=O)N[C@@H](Cc1ccccc1)C(=O)O,.,.,-10,4,-6,0.0,2,5
CCCN(C)C[C@H]1Oc2cc(C#Cc3ccc(OC)cc3)ccc2S(=O)(=O)N([C@H](C)CO)C[C@H]1C,0,-1,-28,-3,16,0.4,1,1
COc1ccc(NC(=O)/C(C#N)=C/c2cc(C)n(-c3ccc(N4CCOCC4)c([N+](=O)[O-])c3)c2C)cc1,-3,-1,1,4,.,0.0,-9,-4
COc1cc2c(cc1OC)CN(C(=O)CN1C(=O)c3ccc([N+](=O)[O-])cc3C1=O)CC2,3,4,-2,.,.,0.1,-16,.
C[C@@H]1CN([C@H](C)CO)C(=O)Cc2cc(NC(=O)CCC(F)(F)F)ccc2O[C@H]1CN(C)Cc1ccccc1,2,3,14,.,18,-0.4,-24,-8
CCCN(CCC)CCCNC(=O)C1c2cc(OC)c(OC)cc2C(=O)N(C)C1c1cccnc1 (stereo unspecified),-4,-3,6,-2,4,0.0,6,3
Cn1c(=O)c2c(ncn2CCC(=O)N/N=C/c2ccccc2)n(C)c1=O,-2,.,-7,.,.,-0.1,3,.
CCN(Cc1ccccc1)C(=O)c1cccc(S(=O)(=O)N2CCN(c3ccc(F)cc3)CC2)c1,2,3,3,.,-29,0.0,9,.
CO[C@@H]1CC[C@@H]2CCN(C)C(=O)CCCN(C)C(=O)c3cc(C#N)ccc3OC[C@H]1O2,-4,1,47,.,-1,0.0,-20,0
Cc1cccc(NC(=O)COc2coc(CN3CCN(Cc4ccccc4)CC3)cc2=O)c1,-1,3,-1,-40,9,1.5,14,3
COc1ccc(Cl)cc1NC(=O)CN(C)C(=O)C1COc2ccccc2O1 (stereo unspecified),1,-3,1,.,0,-0.1,-19,-1
Nc1ccn(C2CCCCO2)c(=O)n1 (stereo unspecified),.,-2,-1,-7,3,0.2,7,-2
CC(C)NC(=O)N(C)C[C@@H]1OCCCC[C@H](C)Oc2ccc(NS(=O)(=O)c3ccc(F)cc3)cc2C(=O)N([C@@H](C)CO)C[C@@H]1C,-4,3,-12,-2,.,-0.1,-3,-2
CCN1CCN(C(=S)NCC2CCCO2)CC1 (stereo unspecified),-2,0,-1,.,-4,0.3,.,0
Cc1c(-c2nc(-c3cccnc3)no2)cccc1[N+](=O)[O-],-4,7,-1,1,.,0.0,4,.
Cc1ccc(-c2nn3c(C)nnc3c3ccccc23)cc1S(=O)(=O)NCCO,.,-3,-1,-7,.,0.0,-1,.
CCCNC(=O)c1onc(CSc2ccc(F)c(F)c2)c1C(=O)NCCC,-2,4,-1,.,.,-0.2,-2,.
Cn1c(=O)c2c(nc(N3CCc4ccccc4C3)n2C)n(C)c1=O,-1,1,64,-7,5,0.0,10,-1
O=C(CC(=O)c1cccs1)c1ccncc1,-1,6,-3,-3,4,0.0,-74,-6
CCNC(=O)[C@@H]1[C@@H](CO)[C@@H]2Cn3c(ccc(-c4ccc(OC)cc4)c3=O)[C@@H]2N1Cc1ccccc1,-34,6,0,3,1,0.3,10,-3
C/C=C/c1ccc2c(c1)O[C@H](CN(C)CCC)[C@H](C)CN([C@H](C)CO)S2(=O)=O,-5,0,10,-1,-3,-0.7,-15,-2
O=C(Nc1ccc(S(=O)(=O)N2CCOCC2)cc1)c1cc(-c2cc(Cl)ccc2O)n[nH]1,-2,2,0,-18,-26,0.0,?,.
CC(C)n1c(N)c(C#N)c2ccc([N+](=O)[O-])cc2c1=O,-3,.,-1,8,.,-0.2,-13,3
CCCCC[n+]1cccc2c3ccccc3ccc21,-50,17,8,.,.,0.1,.,.
CCCCC(=O)Nc1ncc(Br)s1,0,1,-5,-2,11,.,-1,.
CNC(=O)C[C@H]1CC[C@@H]2[C@@H](COc3ccc(NC(=O)Nc4cccc(Cl)c4)cc3C(=O)N2C)O1,-4,0,14,-15,11,-0.1,14,-5

# In a second layout: results already given.
# Below each SMILES – SIRT5 inh	ERAP1 inh	S100A4 inh HTS	PGC1a acetyl inh	C2C12 statin	XiGFP reactiv	LGR2 antag	Cneo AK release
O=C(Nc1ccc(S(=O)(=O)N2CCOCC2)cc1)c1cc(-c2cc(Cl)ccc2O)n[nH]1
  -2	2	0	-18	-26	0.0	?	.
CC(C)n1c(N)c(C#N)c2ccc([N+](=O)[O-])cc2c1=O
  -3	.	-1	8	.	-0.2	-13	3
CCCCC[n+]1cccc2c3ccccc3ccc21
  -50	17	8	.	.	0.1	.	.

# Following part
SMILES,SIRT5 inh,ERAP1 inh,S100A4 inh HTS,PGC1a acetyl inh,C2C12 statin,XiGFP reactiv,LGR2 antag,Cneo AK release
O=C1CCN(S(=O)(=O)c2ccccc2)CCN1CCOCc1ccccc1,-1,-4,-5,.,-5,1.3,-14,-1
CC(=O)NC[C@@H]1[C@@H](c2ccc(-c3cccnc3)cc2)[C@@H](CO)N1C(=O)C1CC1,6,-2,3,2,1,0.0,-38,1
O=C(COC(=O)c1cc(Cl)ccc1O)NCCC1=CCCCC1,0,-1,4,7,4,-0.2,-7,3
O=C(Cn1nc2n(c1=O)-c1ccccc1SC2)N/N=C/c1cccs1,-5,-2,2,5,.,0.3,14,0
CC(=O)N[C@@H]1CC[C@@H](CCNC(=O)C2CCCCC2)O[C@@H]1CO,-5,1,2,.,.,-0.7,7,.
C[C@H](CO)N1C[C@H](C)[C@@H](CN(C)C(=O)Nc2ccc(F)cc2)Oc2cc(C#CC3(O)CCCC3)ccc2S1(=O)=O,3,0,-2,1,.,-0.2,-3,-7
COc1ccc(-c2cnc3c(c2)C(=O)N([C@H](C)CO)C[C@H](C)[C@@H](CN(C)C(=O)CN(C)C)O3)cc1,13,0,-7,1,1,0.1,1,-1
CN(C(=O)CSc1nncc2ccccc12)C1CCCCC1,1,2,0,0,.,0.0,6,.
COc1ccc(CNc2ncc(-c3cccc([N+](=O)[O-])c3)n2C)c(OC)c1OC,-8,3,8,7,0,0.0,-6,4
O=C1OC[C@@H]2CCCN2C(=O)[C@H](CC(=O)N(CCO)Cc2ccccc2)C/C=C\C[C@H]1Cc1ccc(F)cc1,-1,-4,0,2,14,0.0,-12,1
Cn1ncc(Br)c1C(=O)NC(=S)N1CCN(c2ccccn2)CC1,.,.,.,7,0,-0.1,-1,3
C=CCn1c(C)nnc1SCC(=O)N1CCN(S(=O)(=O)c2ccccc2)CC1,-3,.,10,-1,-1,1.4,-8,4
CCc1ccc(N=C2NC(=O)/C(=C/c3ccc(OCC(=O)O)cc3)S2)cc1,-2,2,-3,3,2,0.1,3,-1
Nc1c(C(=O)Nc2ccc3c(c2)OCCO3)nnn1CCc1ccccc1,.,.,6,.,-38,0.4,-36,-8
COc1ccc2c3c(n(C)c2c1)[C@@H](CO)N(C(=O)NC(C)C)CC31CCN(CC2CCCCC2)CC1,.,-2,7,-2,.,0.2,0,.
O=C(N[C@H]1CC[C@@H](CCNS(=O)(=O)c2ccc(F)cc2)O[C@H]1CO)c1cccc(F)c1,2,0,4,-11,3,-0.1,4,1
COc1ccc2nc3n(c(=O)c2c1)-c1ccccc1C(=O)NC3Cc1ccccc1 (stereo unspecified),.,-2,3,.,.,0.2,-12,.
CCC(=O)Nc1c(C)nn(-c2ccc(C)c(C)c2)c1C,2,-1,-15,-3,.,-0.1,-25,2

# Individual results from the list.
# XiGFP reactiv, `Nc1c(C(=O)Nc2ccc3c(c2)OCCO3)nnn1CCc1ccccc1` : 0.4
# XiGFP reactiv, `COc1ccc2c3c(n(C)c2c1)[C@@H](CO)N(C(=O)NC(C)C)CC31CCN(CC2CCCCC2)CC1` : 0.2
